Runt-SMMHC FRET: inhibitors of human RUNX1 Runt domain binding to CBFb-SMMHC; Q01196+Q13951; Cerulean-Runt/Venus-CBFb-SMMHC FRET ratio 530/480, 1 h; inhibition, % at 20 µM; 220,000 compounds, 0.74% hits; AID 1434;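 active means mean inhibition across duplicate retests at 20 µM reaching about 50%, limit read from the data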;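 further: 0% = DMSO wells and 100% = wells with excess untagged CBFb-SMMHC; inhibitors lower the FRET ratio by blocking Runt binding to CBFb-SMMHC; some results filed as inactive read as strong as hits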
Runt-CBFb FRET: blocks binding of human RUNX1 Runt domain to CBFb. Cerulean-Runt/Venus-CBFb FRET ratio 530/480, 1 h. inhibition, % at 20 µM. 220,000 compounds, 0.46% hits. AID 1496. Q01196+Q13951;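 active means inhibition over about 50% at 20 µM in the single-dose screen, limit read from the data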;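 further: 0% = DMSO wells and 100% = excess unlabeled CBFb competitor control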
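Doses: 20 µM compound in 1% DMSO | Material: Cerulean-labeled Runt domain protein | Amount: Each fluorescent fusion protein 100 nM | Schedule: Two 1 h room-temperature incubations shielded from light | Measured by: FRET fluorescence | Evaluation: Loss of energy transfer signal | Controls: Unlabeled CBFb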
NPY2 pot ag: potentiators or agonists of human neuropeptide Y receptor Y2 | P49146 | cells expressing NPY-Y2, potentiator/agonist read-out | activation, % at 3.6 µM | 220,000 compounds, 0.45% hits; in the data active means activation above about 27%;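 further: cells stimulated with NPY near EC25 plus isoproterenol at EC100; 0% = vehicle plus submaximal agonist and 100% = vehicle plus saturating agonist; some results beyond the cut were filed as inactive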
p97 ATPase inh: inhibitors of human p97 ATPase | recombinant p97 ATPase, Kinase-Glo ATP luminescence, 3 h | inhibition, % at 8 µM | 220,000 compounds, 0.42% hits | AID 1481; in the data active means inhibition above about 15%;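 further: 0% = DMSO vehicle and 100% = wells lacking enzyme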
NPY-Y1 PAM-ag: human NPY-Y1 potentiation or agonism, primary screen | P25929 | NPY-Y1 expressing cells, potentiator/agonist activation | activation, % at 3.6 µM | 220,000 compounds, 0.37% hits | AID 1304; in the data active means activation above about 33%, passing the limit was not always enough;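 further: cells stimulated with NPY at EC10 then isoproterenol at EC100; 0% = low agonist plus stimulus and 100% = saturating agonist plus stimulus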
Target sequence (P25929 whole entry, looked up): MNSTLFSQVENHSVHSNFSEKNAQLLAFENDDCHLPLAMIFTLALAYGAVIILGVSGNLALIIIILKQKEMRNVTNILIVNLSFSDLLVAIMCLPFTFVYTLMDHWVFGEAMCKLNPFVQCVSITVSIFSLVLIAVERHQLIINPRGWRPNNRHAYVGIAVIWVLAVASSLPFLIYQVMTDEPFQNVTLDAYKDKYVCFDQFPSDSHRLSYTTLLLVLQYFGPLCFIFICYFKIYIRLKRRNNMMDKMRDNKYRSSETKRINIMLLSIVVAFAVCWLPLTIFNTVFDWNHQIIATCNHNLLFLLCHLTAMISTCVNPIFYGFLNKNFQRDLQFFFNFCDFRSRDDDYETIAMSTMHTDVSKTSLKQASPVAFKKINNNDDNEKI
MDM2 E3 inh: inhibitors of human Mdm2 E3 ubiquitin ligase | 210,000 compounds, 0.11% hits | AID 1230 | signal enhancement, % at 5 µM | cell-based MDM2 ubiquitination luciferase reporter, 2 h; 0 = plate control, 100 = twice control, blank-subtracted | Q00987;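 active means signal enhancement of 30% or more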;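 further: luminescence tracks abundance of the self-degrading MDM2-luciferase fusion protein; higher signal means inhibition of MDM2 E3 ligase activity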
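Buffer or medium: Cells held in DMEM | Assay system: Stable mammalian line carrying autodegrading MDM2–luciferase fusion reporter | Quantity: 2000 cells/well | Times: 4 h settle plus 2 h compound, 37 °C | Doses: One concentration, 5 µM, with 0.2% DMSO | Technique: Luminescence with SteadyLite reagent, 15 min at room temperature | Benchmarks: Plate controls and plate blanks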
NPY Y1 blocker: antagonists of human neuropeptide Y receptor Y1; P25929; HEK293-CNG Y1 cells, membrane potential fluorescence; NPY at EC95, then isoproterenol; inhibition, % at 3.6 µM; 200,000 compounds, 1% hits; AID 1040;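 active means inhibition above the campaign mean inhibition of all tested compounds plus 3 SD, cut at about 20% in these data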;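 further: 0% = DMSO wells given NPY plus isoproterenol and 100% = isoproterenol alone without NPY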
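Assay system: HEK293 cells with Y1 receptor plus CNG channel | Probe or stimulus: NPY (25 nM), isoproterenol (1 µM), Ro 20-1724 (25 µM) | Timing: Compound incubation 1 h at room temperature, readout 45 min post-stimulation | Measured by: Membrane-potential fluorescent dye readout | Benchmarks: High control isoproterenol alone, low control NPY with isoproterenol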
Hck Nef HTS: blocks Nef-activated human Hck kinase; P08631; Recombinant Hck-YEEI plus Nef, Z-Lyte FRET kinase assay; inhibition, % at 20 µM; 220,000 compounds, 0.68% hits;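 active means Hck-Nef kinase inhibition above about 50%, limit read from the data; inactive means inhibition below that limit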;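 further: 0% = DMSO with Hck plus Nef and 100% = Hck alone without Nef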
RBBP9 inh: blocks human serine hydrolase RBBP9. recombinant RBBP9, FP-Rh probe fluorescence polarization. inhibition, % at 7.94 µM. 220,000 compounds, 0.2% hits;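 active means inhibition above the campaign mean of all tested compounds plus 3 SD, cut at about 14% in these data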;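 further: plate controls were DMSO wells with RBBP9 for no effect and wells lacking RBBP9 protein for full effect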
Target sequence (O75884 whole entry, looked up): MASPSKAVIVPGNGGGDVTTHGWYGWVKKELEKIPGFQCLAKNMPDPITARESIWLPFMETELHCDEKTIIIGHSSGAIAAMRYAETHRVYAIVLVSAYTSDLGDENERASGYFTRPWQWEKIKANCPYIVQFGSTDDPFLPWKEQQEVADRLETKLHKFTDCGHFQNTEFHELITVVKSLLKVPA
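Measured by – fluorescence polarization · Test system – RBBP9 protein · Input – 2.5 µM RBBP9 dispensing solution, before mixing · Measure – percent inhibition from mP, scaled between DMSO and no-protein wells · Benchmarks – DMSO-treated enzyme wells and wells lacking RBBP9 · Times – preincubation 30 min plus labeling 45 min at 25 °C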
The depositor's hits bear a star; . = not tested or not shown.

SMILES	Runt-SMMHC FRET	Runt-CBFb FRET	NPY2 pot ag	p97 ATPase inh	NPY-Y1 PAM-ag	MDM2 E3 inh	NPY Y1 blocker	Hck Nef HTS	RBBP9 inh
O=C1C2C3C=CC(C4CC34)C2C(=O)N1/N=C/c1ccc(-c2ccc(F)cc2[N+](=O)[O-])o1 (configuration not stated)	-20	-6	2	3	6	-1	-1	-1	1
CN1CCN(c2ccc(NC(=O)c3ccc(Cl)cc3)cn2)CC1	-4	-1	1	2	-2	-2	-4	-10	0
CCCCC(CC)C1OCC(CN2CCCC2)O1 (configuration not stated)	-6	0	13	2	4	-7	-3	1	-1
C(=N\N=C\c1cccs1)/c1cccs1	0	-17	-14	-3	9	-23	-4	1	1
CCN1C(=C(C#N)C#N)C=Cc2ccccc21	4	0	-7	0	-12	-5	8	-19	5
COc1cccc(/C(N)=N/OC(=O)Cc2ccccc2[N+](=O)[O-])c1	-1	-2	-12	2	-11	-11	5	-6	1
CCN(CC)c1ncnc2sc3c(c12)CCC3	0	0	23	3	2	.	-1	2	-11
c1ccc(NCCCNc2ccccc2)cc1	-4	-1	-2	-2	-4	-2	2	-6	-7
O=C(Nc1cccc(Cl)c1)N1CCN(C2c3ccccc3-c3ccccc32)CC1	1	-2	5	2	0	2	.	4	2
COC(=O)c1ccccc1NC(=O)c1ccc2c(c1)OCCO2	4	-1	-2	1	-8	-12	6	12	-6
CC1(C)CC2CC(C)(CN2C(=O)CN2C(=O)c3ccccc3C2=O)C1 (configuration not stated)	-1	2	8	2	13	5	2	6	0
Cc1cccc(OCCSc2nc3c([nH]2)c(=N)ncn3Cc2ccccc2)c1	-1	-8	-15	1	-25	-4	3	3	6

Retrieved one by one from the entries so far:
SMILES	Runt-SMMHC FRET	Runt-CBFb FRET	NPY2 pot ag	p97 ATPase inh	NPY-Y1 PAM-ag	MDM2 E3 inh	NPY Y1 blocker	Hck Nef HTS	RBBP9 inh
O=C(Nc1cccc(Cl)c1)N1CCN(C2c3ccccc3-c3ccccc32)CC1	1	-2	5	2	0	2	.	4	2
CCCCC(CC)C1OCC(CN2CCCC2)O1 (configuration not stated)	-6	0	13	2	4	-7	-3	1	-1

Further entries
SMILES	Runt-SMMHC FRET	Runt-CBFb FRET	NPY2 pot ag	p97 ATPase inh	NPY-Y1 PAM-ag	MDM2 E3 inh	NPY Y1 blocker	Hck Nef HTS	RBBP9 inh
COc1cc(C)nc(N(Cc2ccccc2)S(=O)(=O)c2ccc(C)cc2)n1	0	0	-1	-4	14	.	.	24	-12
Nc1ccc(NC(=O)c2ccccc2)c2c1C(=O)c1ccccc1C2=O	-5	1	2	-3	-8	-14	2	4	-3
CCOC(=O)N1CCN(C(=O)C2CCC(=O)N2C(C)C)CC1 (configuration not stated)	2	-2	8	-1	3	4	6	0	-9
COCCCNC(=O)CCC(=O)Nc1ccc2nc(N3CCOCC3)cc(C)c2c1	1	0	8	5	-27	-7	5	5	-2
CCNc1nc(NCC)n2c(SCC(=O)N(CC)C3CCCCC3)nnc2n1	3	-2	0	0	-22	2	6	2	-8
CCc1c(O)cc2n(c1=O)-c1ccccc1C2(C)C	4	-1	11	4	-20	-15	1	11	4
CN(C)CCCN(C(=O)c1cc2ccccc2oc1=O)c1nc2c(F)cccc2s1	2	1	9	6	2	-4	2	3	10
N=c1c2c(-c3ccccc3)c(-c3ccccc3)n(Cc3ccco3)c2ncn1CCO	2	1	-23	-2	-79	-9	38*	11	-7
Cc1cccc(OCC(=O)N2CCC(c3ccccc3)C2)c1 (configuration not stated)	0	-2	-17	-3	-14	-2	3	2	1
CCC(C)NS(=O)(=O)c1ccc(OCC(=O)N2CCCCC2)cc1 (configuration not stated)	-5	2	0	-1	-11	-14	4	-19	1
C/C(=N\NC(=O)c1cc(-c2ccncc2)nc2ccccc12)c1ccc(OC(F)F)cc1	0	-2	-17	-4	-30	-13	-4	13	-10
COCCOC(=O)C1=C(C)N=C2SCCC(=O)N2C1/C=C/c1ccccc1 (configuration not stated)	4	-1	4	3	-8	-15	1	2	-9
CCOC(=O)CNC(=O)C1Cc2ccccc2CN1S(=O)(=O)c1cccs1 (configuration not stated)	1	1	-10	3	-12	0	5	7	-1
NS(=O)(=O)c1ccc(Nc2ccccc2)c([N+](=O)[O-])c1	-3	-2	-5	6	1	-7	.	17	-1
O=C(c1cccs1)N1CCc2ccccc2C1	.	.	0	-5	-6	4	-1	21	-12
CC(=O)Nc1ccccc1/C=C/c1ccc2c(C)ccc(O)c2n1	2	-1	-10	0	-8	-14	0	1	-1
COc1ccc2nc(-c3ccco3)c(-c3ccco3)nc2c1	-22	6	-20	7	2	-18	1	1	6
O=C1C=C(NC(=O)Nc2ccc(Cl)c(Cl)c2)CCC1	6	4	6	-4	19	-11	-4	13	-15
COc1ccc2c(COC(=O)c3n[nH]c4ccccc34)cc(=O)oc2c1	-2	3	-26	4	-19	-17	11	15	-4
O=C(CCc1ccc(S(=O)(=O)NCCc2ccccc2)cc1)NCc1ccc2c(c1)OCO2	2	0	-4	-5	1	-7	5	-2	-9
COc1ccc(-c2[nH]ncc2/C=N/NC(=O)c2cccc([N+](=O)[O-])c2)cc1OC	2	-1	2	3	5	-2	4	27	-8
CCOc1ccccc1NC(=O)C(OC(=O)c1ccccc1)c1ccccc1 (configuration not stated)	-1	1	0	-6	-22	-10	9	2	-13
CN(C)c1ccc2c(=O)[nH][nH]c(=O)c2c1	2	1	-1	5	8	5	3	20	3
C=CCOc1ccc(/C=C/C(C)=N\O)cc1	-5	-1	15	4	18	-20	-3	25	-3
CCOC(=O)c1cc(-c2nnc(-c3ccc(Cl)cc3)o2)c(C)nc1C	-4	-14	-5	2	-15	-3	-1	4	-2
COCc1cc(C)nc(SCC(=O)Nc2ccccc2C)c1C#N	-11	-1	10	4	4	1	-6	2	4
COc1ccc(S(=O)(=O)N2CCc3ccccc32)cc1C(=O)OCC(=O)c1c(N)n(C)c(=O)n(C)c1=O	-5	-3	-19	5	2	.	5	2	2
CCOC(=O)CC1(C)SC(NC(C)=O)=NN1C(C)=O (configuration not stated)	.	.	6	-3	-8	8	-5	18	-7
CC1CC(Nc2ccccc2)=CC(=O)O1 (configuration not stated)	2	14	-38	5	-4	-23	1	-18	5
O=C(COC(=O)CCC(=O)c1cccs1)NC1CC1	2	-2	-1	1	-2	-5	2	-10	-2
NNC(=O)[C@H]1C[C@@H]1c1ccccc1	3	1	1	-1	-30	.	0	1	-8
COc1ccc(S(=O)(=O)n2ccnc2)c2cccnc12	0	0	5	2	0	-19	9	-1	-7

In the list so far, 7 contain an aryl methoxy group:
SMILES	Runt-SMMHC FRET	Runt-CBFb FRET	NPY2 pot ag	p97 ATPase inh	NPY-Y1 PAM-ag	MDM2 E3 inh	NPY Y1 blocker	Hck Nef HTS	RBBP9 inh
COc1cccc(/C(N)=N/OC(=O)Cc2ccccc2[N+](=O)[O-])c1	-1	-2	-12	2	-11	-11	5	-6	1
COc1cc(C)nc(N(Cc2ccccc2)S(=O)(=O)c2ccc(C)cc2)n1	0	0	-1	-4	14	.	.	24	-12
COc1ccc2nc(-c3ccco3)c(-c3ccco3)nc2c1	-22	6	-20	7	2	-18	1	1	6
COc1ccc2c(COC(=O)c3n[nH]c4ccccc34)cc(=O)oc2c1	-2	3	-26	4	-19	-17	11	15	-4
COc1ccc(-c2[nH]ncc2/C=N/NC(=O)c2cccc([N+](=O)[O-])c2)cc1OC	2	-1	2	3	5	-2	4	27	-8
COc1ccc(S(=O)(=O)N2CCc3ccccc32)cc1C(=O)OCC(=O)c1c(N)n(C)c(=O)n(C)c1=O	-5	-3	-19	5	2	.	5	2	2
COc1ccc(S(=O)(=O)n2ccnc2)c2cccnc12	0	0	5	2	0	-19	9	-1	-7
